High-throughput results (PubChem BioAssay)
NS3h inh CB: blocks HCV NS3 helicase binding to DNA; hit rate 1.6% among 16,000; AID 687043; inhibition, % at 100 µM; NS3h Cy5-dT15 DNA binding, fluorescence polarization;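 active = inhibition above the average over every tested compound plus 3 SD, cut at about 40% in these data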
Cy5 interf NS3h: Cy5 fluorescence interference, HCV helicase counter-screen. fluorescence interference ratio at 100 µM. Cy5-dT15 DNA with NS3h; actives lie on both sides; signal over control mean, under 1 quenches. hit rate 6% among 16,000;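 active = compound fluorescence over control fluorescence at most 0.8, a quencher, or at least a set upper limit, an enhancer; inactive = ratio between 0.8 and the set upper limit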
An asterisk follows results filed as active.

For COc1ccc2c3c([nH]c2c1)C(=O)CCC3 the results were NS3h inh CB 1 and Cy5 interf NS3h 1.
For CS(=O)(=O)N(CC(=O)Nc1ccc(Cl)cc1)c1cccc(Cl)c1 the results were NS3h inh CB 14 and Cy5 interf NS3h 0.97.
For Cc1cc(/C=C2\C(=O)NC(=O)N(c3cccc(Cl)c3)C2=O)c(C)n1-c1cccnc1 the results were NS3h inh CB 2 and Cy5 interf NS3h 0.98.
For O=C1NC(=O)N(c2ccccc2)C(=O)/C1=C\C=C\c1cccc([N+](=O)[O-])c1 the results were NS3h inh CB 23 and Cy5 interf NS3h 1.
`Cc1cccc(OCC(=O)Nc2cccc(C(=O)O)c2)c1C` gave NS3h inh CB 6 and Cy5 interf NS3h 1.
`Cc1ccc(Cl)cc1NC(=O)CSC(N)=O` gave NS3h inh CB 5 and Cy5 interf NS3h 1.
For O=C1/C(=C\c2ccc(-c3ccc([N+](=O)[O-])cc3Br)o2)SC(=S)N1Cc1ccccc1 the results were NS3h inh CB 29 and Cy5 interf NS3h 0.97.
Screening CS(=O)(=O)N(CC(=O)Nc1ccccc1Br)c1ccc(Oc2ccccc2)cc1 returned NS3h inh CB 21 and Cy5 interf NS3h 1.
`COc1ccc(CNC(=S)Nc2ccc(Cl)cc2Cl)cc1` gave NS3h inh CB 28 and Cy5 interf NS3h 1.1.
NS(=O)(=O)c1ccc(NC(=O)/C(=C\c2cccs2)NC(=O)c2ccccc2)cc1 was read as NS3h inh CB 11 and Cy5 interf NS3h 0.93.
For O=C(NCc1ccco1)/C(=C/c1cccc(Oc2ccccc2)c1)NC(=O)c1ccccc1 the results were NS3h inh CB 10 and Cy5 interf NS3h 1.
COC(=O)c1ccccc1P(C)(C)=O was read as NS3h inh CB -3 and Cy5 interf NS3h 1.1.
O=C(Nc1ccc2oc(-c3cccc4ccccc34)nc2c1)c1ccc([N+](=O)[O-])cc1 was read as NS3h inh CB 5 and Cy5 interf NS3h 0.99.
For CC1(C)C(c2cccs2)=[N+]([O-])C2(CCCCC/C2=N/NC(N)=S)N1O (centres undefined) the results were NS3h inh CB 0 and Cy5 interf NS3h 1.
`O=C(/C=C/Nc1ccccc1O)c1ccc(-c2ccccc2)cc1` gave NS3h inh CB 9 and Cy5 interf NS3h 0.98.
For CS(=O)(=O)N(Cc1ccccc1)c1ccccc1C(=O)Nc1cccc(C(F)(F)F)c1 the results were NS3h inh CB 15 and Cy5 interf NS3h 0.98.
`C=C(C)c1cccc(C(C)(C)NC(=O)N2CCN(C/C=C/c3ccccc3)CC2)c1` gave NS3h inh CB 10 and Cy5 interf NS3h 0.65*.
COc1ccc(S(=O)(=O)N(CCc2ccccc2)CC(=O)Nc2cccc3ccccc23)cc1 was read as NS3h inh CB 19 and Cy5 interf NS3h 1.1.
For Cc1ccc(NC(=O)/C(=C/c2ccccc2)c2ccccc2)cc1C the results were NS3h inh CB 14 and Cy5 interf NS3h 0.65*.
Cc1ccc(NC(CC(=O)O)C(=O)O)cc1 (centres undefined) was read as NS3h inh CB -16 and Cy5 interf NS3h 0.94.
Screening CCc1c(C#N)c(N)nc(SCC(=O)c2cc3ccccc3oc2=O)c1C#N returned NS3h inh CB 30 and Cy5 interf NS3h 1.1.
`COc1ccc(NC(=O)c2cccc(Cl)c2)cc1` gave NS3h inh CB 9 and Cy5 interf NS3h 1.1.
Screening Cc1ccc(S(=O)(=O)Nc2cccc(C)c2C)cc1[N+](=O)[O-] returned NS3h inh CB 13 and Cy5 interf NS3h 0.9.
Screening O=C(CC12CC3CC(CC(C3)C1)C2)NC1CCCCC1 returned NS3h inh CB -3 and Cy5 interf NS3h 0.99.
`O=C(Nc1ccc(Cl)c(-c2nc3ccccc3[nH]2)c1)c1ccncc1` gave NS3h inh CB 15 and Cy5 interf NS3h 1.1.
For CC(=O)Nc1ccccc1NC(=O)c1ccc(Cl)cc1 the results were NS3h inh CB 5 and Cy5 interf NS3h 1.1.
For CN(C)/C=C1\N=C(c2cccc(F)c2)OC1=O the results were NS3h inh CB 9 and Cy5 interf NS3h 1.
For COc1cc(/C=C2/C(=O)N(c3ccc(Cl)c(Cl)c3)N=C2C)ccc1OC(C)=O the results were NS3h inh CB 10 and Cy5 interf NS3h 0.81.
For O=C(Nc1ccccc1)Nc1nnc(-c2ccc(Cl)cc2)s1 the results were NS3h inh CB 6 and Cy5 interf NS3h 1.
CC1(C)CC(NC(=S)Nc2ccccc2)CC(C)(C)N1 was read as NS3h inh CB -2 and Cy5 interf NS3h 1.
`O=C(COc1ccc2c(c1)oc(=O)c1ccccc12)c1ccccc1` gave NS3h inh CB -72 and Cy5 interf NS3h 1.4*.
COc1ccc(/C=c2\oc3cccc4c(OC)ccc(c2=O)c34)cc1OC was read as NS3h inh CB 4 and Cy5 interf NS3h 1.
Screening CC1CC(Nc2ccccc2)c2ccccc2N1C(=O)c1ccc(Cl)c(Cl)c1 (centres undefined) returned NS3h inh CB 5 and Cy5 interf NS3h 1.
`COC(=O)c1cc(NC(=O)c2ccccc2Br)cc(C(=O)OC)c1` gave NS3h inh CB 17 and Cy5 interf NS3h 1.
Screening CCOc1cc(C(=O)Nc2ccc(F)cc2)cc(OCC)c1OCC returned NS3h inh CB 17 and Cy5 interf NS3h 0.71*.
For C=CCC1(O)C(C)C(c2cc(OC)ccc2OC)NC(c2cc(OC)ccc2OC)C1C (centres undefined) the results were NS3h inh CB 0 and Cy5 interf NS3h 1.1.
For COc1ccc(N(CC(=O)Nc2ccc(C)cc2C)S(=O)(=O)c2ccc(C)cc2)cc1 the results were NS3h inh CB 13 and Cy5 interf NS3h 0.98.
For Cc1cccc(C)c1NC(=O)CSCC(=O)Nc1ccc2ccccc2c1 the results were NS3h inh CB 2 and Cy5 interf NS3h 0.94.
Screening O=C(Nc1ccccc1)Nc1nnc(SCc2ccccc2F)s1 returned NS3h inh CB -4 and Cy5 interf NS3h 1.2*.
`CC1=C(C(=O)Nc2cccc(Cl)c2)C(c2ccc(Br)cc2)NC(=S)N1` (centres undefined) gave NS3h inh CB 15 and Cy5 interf NS3h 0.97.

By substructure, those above with a thiophene ring, fused or not
NS(=O)(=O)c1ccc(NC(=O)/C(=C\c2cccs2)NC(=O)c2ccccc2)cc1 was read as NS3h inh CB 11 and Cy5 interf NS3h 0.93.
For CC1(C)C(c2cccs2)=[N+]([O-])C2(CCCCC/C2=N/NC(N)=S)N1O (centres undefined) the results were NS3h inh CB 0 and Cy5 interf NS3h 1.

Returning to the listing; the 6 compounds before the break are reprinted first.
Screening CCOc1cc(C(=O)Nc2ccc(F)cc2)cc(OCC)c1OCC returned NS3h inh CB 17 and Cy5 interf NS3h 0.71*.
For C=CCC1(O)C(C)C(c2cc(OC)ccc2OC)NC(c2cc(OC)ccc2OC)C1C (centres undefined) the results were NS3h inh CB 0 and Cy5 interf NS3h 1.1.
For COc1ccc(N(CC(=O)Nc2ccc(C)cc2C)S(=O)(=O)c2ccc(C)cc2)cc1 the results were NS3h inh CB 13 and Cy5 interf NS3h 0.98.
For Cc1cccc(C)c1NC(=O)CSCC(=O)Nc1ccc2ccccc2c1 the results were NS3h inh CB 2 and Cy5 interf NS3h 0.94.
Screening O=C(Nc1ccccc1)Nc1nnc(SCc2ccccc2F)s1 returned NS3h inh CB -4 and Cy5 interf NS3h 1.2*.
`CC1=C(C(=O)Nc2cccc(Cl)c2)C(c2ccc(Br)cc2)NC(=S)N1` (centres undefined) gave NS3h inh CB 15 and Cy5 interf NS3h 0.97.
For O=C(/C=C/c1ccc(/C=C/C(=O)c2cccc(N3C(=O)CCC3=O)c2)cc1)c1cccc(N2C(=O)CCC2=O)c1 the results were NS3h inh CB 13 and Cy5 interf NS3h 0.96.
`CC(C)C(NC(=O)OC(C)(C)C)C(=O)O` (centres undefined) gave NS3h inh CB -1 and Cy5 interf NS3h 1.
CC(C)CNC(=O)C(=O)Nc1cccc(Br)c1 was read as NS3h inh CB 5 and Cy5 interf NS3h 1.1.
O=C(Oc1cccc([N+](=O)[O-])c1)c1ccc(-c2ccccc2)cc1 was read as NS3h inh CB 3 and Cy5 interf NS3h 1.
`N/C(=N\OC(=O)c1cccc([N+](=O)[O-])c1)c1ccc(Br)cc1` gave NS3h inh CB 14 and Cy5 interf NS3h 1.1.
Screening Cc1cc(C)cc(CSCC(=O)Nc2c(C)cccc2C)c1 returned NS3h inh CB 9 and Cy5 interf NS3h 0.97.
CC(=O)Nc1ccc(S(=O)(=O)NCc2cccnc2)cc1 was read as NS3h inh CB 1 and Cy5 interf NS3h 1.1.
`COC(=O)c1ccc(OCc2ccc(COc3ccc(C(=O)OC)cc3)cc2)cc1` gave NS3h inh CB 8 and Cy5 interf NS3h 1.1.
Screening O=C1/C(=C/C=C/c2ccccc2)SC(=S)N1c1cccc(C(F)(F)F)c1 returned NS3h inh CB 17 and Cy5 interf NS3h 0.75*.
Screening CCc1ccccc1N(CC(=O)NCC(C)C)S(C)(=O)=O returned NS3h inh CB 6 and Cy5 interf NS3h 1.1.
`O=C(Nc1ccccc1Cl)c1cccc(NC(=O)C(F)(F)F)c1` gave NS3h inh CB 12 and Cy5 interf NS3h 0.95.
COc1ccc(NC2=C(c3ccc(OC)cc3)C(=O)c3ccccc32)cc1 was read as NS3h inh CB 11 and Cy5 interf NS3h 0.97.
`CCOc1ccccc1NC(=O)CN(c1ccc(OC)cc1OC)S(C)(=O)=O` gave NS3h inh CB 8 and Cy5 interf NS3h 1.
Screening CCOC(=O)c1cnn2c(C(F)(F)F)c3c(nc12)-c1ccccc1CC3 returned NS3h inh CB 0 and Cy5 interf NS3h 1.1.
Screening COC(=O)c1ccc(-n2ncnc2-c2ccc(OCc3ccccc3)c(OC)c2)cc1 returned NS3h inh CB 4 and Cy5 interf NS3h 0.9.
For Cc1cc(Cl)ccc1OC(=O)CCN1C(=O)c2ccccc2C1=O the results were NS3h inh CB 12 and Cy5 interf NS3h 1.
`O=C1/C(=C\c2cccc(Br)c2)SC(=S)N1CC(=O)N1c2ccccc2Sc2ccccc21` gave NS3h inh CB 1 and Cy5 interf NS3h 1.1.
`O=C1N=c2ccccc2=C1c1sc(=S)n(C(Cc2ccccc2)C(=O)O)c1O` (centres undefined) gave NS3h inh CB 29 and Cy5 interf NS3h 0.85.
For Cc1cc(C)cc(NC(=O)C(=O)NCCc2ccccc2)c1 the results were NS3h inh CB 21 and Cy5 interf NS3h 0.93.
O=[N+]([O-])c1ccc(N2CCOCC2)cc1[N+](=O)[O-] was read as NS3h inh CB -14 and Cy5 interf NS3h 1.1.
For COc1ccc(-c2noc(COc3cc(C)c(Cl)c(C)c3)n2)cc1 the results were NS3h inh CB 3 and Cy5 interf NS3h 1.2.
Screening Cc1ccc(C(=O)Oc2ccc(/C=C3\SC(=S)NC3=O)cc2)cc1 returned NS3h inh CB 11 and Cy5 interf NS3h 1.
COC(=O)C1=C(C)N(C)C(C)=C(C(=O)OC)C1c1ccccc1 was read as NS3h inh CB 4 and Cy5 interf NS3h 1.1.
Screening CCC1=NN2C(=N)/C(=C/c3cccc(OCc4ccccc4F)c3)C(=O)N=C2S1 returned NS3h inh CB 4 and Cy5 interf NS3h 0.98.
For O=C(Nc1cc(C(F)(F)F)ccc1Cl)C(c1ccccc1)c1ccccc1 the results were NS3h inh CB 25 and Cy5 interf NS3h 0.77*.
`O=C(Nc1ccc(S(=O)(=O)N2CCCCC2)cc1)c1cccc([N+](=O)[O-])c1` gave NS3h inh CB 12 and Cy5 interf NS3h 0.89.
O=C1NC(=O)N(c2ccc(Cl)cc2)C(=O)/C1=C/c1ccc(-c2ccc(Cl)c(C(=O)O)c2)o1 was read as NS3h inh CB 67* and Cy5 interf NS3h 1.1.
For CCCOc1ccc(C(=O)Nc2ccc(I)cc2Cl)cc1 the results were NS3h inh CB 17 and Cy5 interf NS3h 0.99.
O=C(/C=C/c1ccccc1)Nc1ccccc1I was read as NS3h inh CB 12 and Cy5 interf NS3h 0.96.
`Cc1cc(/C=C2\C(=O)NC(=O)N(c3ccc4c(c3)OCO4)C2=O)c(C)n1-c1ccccc1` gave NS3h inh CB -2 and Cy5 interf NS3h 1.
`Cc1ccc2nc(NC(=O)C3CC(O)CN3C(=O)OC(C)(C)C)sc2c1` (centres undefined) gave NS3h inh CB 5 and Cy5 interf NS3h 0.97.
Screening O=C(CSc1nc2ccccc2[nH]1)Nc1cc(Cl)ccc1Cl returned NS3h inh CB 12 and Cy5 interf NS3h 1.
For O=C(CC1S/C(=N/N=C\c2ccccc2)NC1=O)Nc1ccccc1F (centres undefined) the results were NS3h inh CB -8 and Cy5 interf NS3h 1.2*.
Screening O=C(Nc1ccc2ccccc2c1)c1ccc2c(c1)C(=O)N(N1C(=O)c3ccccc3C1=O)C2=O returned NS3h inh CB 4 and Cy5 interf NS3h 1.
CCOC(=O)CNC(=O)c1cc([N+](=O)[O-])ccc1Cl was read as NS3h inh CB -13 and Cy5 interf NS3h 0.98.
Screening O=C1CC(Cc2ccc(Br)cc2)C(=O)N1Cc1ccccc1 (centres undefined) returned NS3h inh CB 5 and Cy5 interf NS3h 0.99.
`COc1cccc2cc(C(=O)Nc3ccc(I)cc3)c(=O)oc12` gave NS3h inh CB 6 and Cy5 interf NS3h 1.
Cc1ccc(-c2nc3cc(Cl)ccc3o2)cc1NC(=O)c1ccc2c(c1)OCCO2 was read as NS3h inh CB -4 and Cy5 interf NS3h 1.2.
For CCN1CCC2(CC1)CC1CC3C=CC1(CN2C(C)=O)O3 (centres undefined) the results were NS3h inh CB 10 and Cy5 interf NS3h 0.87.
`O=[N+]([O-])c1cccc(CN2CCN(Cc3cc(Br)ccc3O)CC2)c1` gave NS3h inh CB 7 and Cy5 interf NS3h 1.
`Cc1ccnc(NS(=O)(=O)c2ccc(NC(=O)c3cc(-c4ccccc4)nc4ccccc34)cc2)n1` gave NS3h inh CB 2 and Cy5 interf NS3h 0.9.
For O=C1CC(Nc2ccc(F)cc2)C(=O)N1c1ccccc1Cl (centres undefined) the results were NS3h inh CB 4 and Cy5 interf NS3h 0.97.
COc1c(Cl)cc(C(=O)Nc2ccc(-c3nc4ccccc4o3)c(O)c2)cc1Cl was read as NS3h inh CB -6 and Cy5 interf NS3h 1.
For COc1ccc(Br)cc1/C=C/C(=O)Nc1ccc2ccccc2c1 the results were NS3h inh CB 0 and Cy5 interf NS3h 1.
For CCOC(=O)c1ccc(NC(=O)c2ccccc2Cl)cc1 the results were NS3h inh CB 18 and Cy5 interf NS3h 0.97.
